Screens: PubChem BioAssay, Sanford-Burnham Center for Chemical Genomics
TIM10 inh: growth inhibitors of isogenic TIM10 control yeast, primary screen, counter-screen for tim10-1 yeast inhibitor project, luminescence, uHTS. S. cerevisiae TIM10 strain growth, BacTiter-Glo luminescence, 24 h. AID 463195, 2010. 330,000 tested, 1.4% active. inhibition, % at 10 µM;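 active = inhibition of 40% or more at the single tested concentration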;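 note: wild-type TIM10 isogenic control strain grown at permissive 25 °C; 0% = DMSO yeast wells and 100% = minimal medium wells without yeast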
CXCR6 block: CXCR6 receptor inhibitors, primary screen, cell-based, beta-arrestin, luminescence, CHO-K1 PathHunter, 1536-well. C-X-C chemokine receptor type 6 (Homo sapiens), O00574. AID 602244, 2012. 360,000 tested, 0.36% active. inhibition, % at 20 µM; in the data active = inhibition above about 34%, passing the limit was not always enough;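 note: antagonist mode with CXCL16 agonist at 10 nM final; 0% = 10 nM CXCL16 with DMSO and 100% = unstimulated wells without agonist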
APJ ag: agonists of human apelin receptor APJ, primary screen, CHO-K1 cells, PathHunter beta-arrestin, luminescence; P35414; 0% DMSO wells, 100% apelin; activation, % at 20 µM; 330,000 tested, 0.11% active; AID 2520, 2010;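 active = activation more than six SD over the plate average, tested at 20 µM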;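 note: 0% = DMSO alone and 100% = apelin-13 at 10 nM; some results filed as inactive read as strong as hits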
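Material: engineered CHO-K1 APJ arrestin reporter cells; amount: 1000 CHO-K1 reporter cells seeded per well; incubation: compound stimulation 90 min at 25 °C, detection 60 min; signal: luminescent beta-gal fragment complementation, chemiluminescent substrate; read-out basis: APJ agonist activity; controls: DMSO-only wells as negative, 10 nM Apelin-13 as positive control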
UPR XBP1 act: activators of adaptive XBP1 UPR arm, primary screen, cell-based, CHO-XBP1 luciferase reporter, luminescence, uHTS | activation, % at 20 µM | 330,000 tested, 0.33% active | IRE1-XBP1 UPR activation; percent of tunicamycin response, DMSO as zero;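 active = versus positive control, 20 µM dose yields 30% or more activation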;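 note: 100% = tunicamycin at 10 µg/mL and 0% = DMSO only wells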
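Material: CHO cell line with stable XBP1 luciferase reporter; buffer or medium: F12 medium containing 10% fetal bovine serum; compound: single point, 20 µM final compound, 1% DMSO; incubation: 6 h treatment, 37 °C; measured by: glow luminescence from Steady-Glo reagent; evaluation: activation, % of tunicamycin; control set: tunicamycin high, DMSO low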
tim23-1 inh: growth inhibitors of tim23-1 mutant yeast, primary screen, luminescence, uHTS; S. cerevisiae tim23-1 growth, BacTiter-Glo luminescence, 24 h; inhibition, % at 20 µM; 330,000 tested, 1.3% active;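 active = growth inhibition of the mutant yeast at or above 50%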;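 note: temperature-sensitive mutant grown at 25 °C; plate controls were DMSO-treated mutant yeast for no effect and medium wells lacking yeast for full effect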
APJ antagonist: antagonists of human apelin receptor APJ, primary screen, CHO-K1 cells, beta-arrestin complementation, luminescence. inhibition, % at 20 µM. 330,000 tested, 0.32% active. AID 2521, 2010. P35414;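 active = inhibition above about 40% at 20 µM, limit read from the data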;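 note: cells challenged with 10 nM apelin-13 agonist together with compound; plate controls were apelin-13 plus DMSO wells for no effect and DMSO wells lacking apelin-13 for full effect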
Mdm2-MdmX inh: inhibitors of human Mdm2-MdmX association, primary screen, cell-based, luminescence, split luciferase, SaOS-2, uHTS. Protein Mdm4 (Homo sapiens) + E3 ubiquitin-protein ligase Mdm2 (Homo sapiens), …. SaOS-2 split-luciferase Mdm2/MdmX complementation. inhibition, % at 8 µM. 330,000 tested, 3% active;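 active = inhibition of at least 50% at 8 µM in the primary screen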
UPR CHOP act: activators of apoptotic CHOP UPR arm, primary screen, cell-based, CHO-CHOP luciferase reporter, luminescence, uHTS; UPR activation; percent of tunicamycin response over DMSO baseline; activation, % at 10 µM; 330,000 tested, 0.34% active; AID 449763, 2010;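 active = at 10 µM dose, activation of 40% or more, normalized to positive control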;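 note: 100% = tunicamycin at 10 µg/mL and 0% = DMSO alone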
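System: CHO-CHOP luciferase reporter cell line; amount: 500 cells/well; buffer or medium: F12 medium containing 10% fetal bovine serum; incubation: 6 h compound exposure at 37 °C after overnight seeding; measured by: luciferase luminescence after 10 min with Steady-Glo reagent; evaluation: % reporter activation, DMSO baseline versus tunicamycin full activation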
tim10-1 inh: growth inhibitors of tim10-1 mutant yeast, primary screen, luminescence, uHTS. 330,000 tested, 2.2% active. inhibition, % at 20 µM. AID 463190, 2010. S. cerevisiae tim10-1 ts strain growth, BacTiter-Glo, 24 h;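 active = inhibition of at least 40%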;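 note: mutant grown at 25 °C; 0% = DMSO wells with yeast and 100% = wells holding no yeast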
* = called active by the depositor. This is a subset; rates above refer to the full screens.

Order of results: tim10-1 inh, UPR CHOP act, tim23-1 inh, APJ ag, CXCR6 block, TIM10 inh, UPR XBP1 act, Mdm2-MdmX inh, APJ antagonist
- COc1ccc(COc2ncnc3ccc(Br)cc23)cc1F
  -29.6, 3.2, 26.4, 0.1, -5.0, 3.1, 16.5, -5.3, 6.5
- CN(C(=O)c1ccc(NC(=O)Cc2cccc(NC(=O)C3CCN(C(=O)CCc4ccccc4)CC3)c2)cc1)C1CCCC1
  11.7, 1.2, 17.1, -4.6, 0.5, 2.2, -0.5, 9.7, -14.0
- CC(C)CCNC(=O)c1c[nH]c2ccc(S(=O)(=O)N3CCC4(CC3)OCCO4)cc2c1=O
  -8.5, -1.2, -15.4, 1.2, 5.2, -2.9, 0.2, 8.6, -5.5
- Cc1ccc(N2C(=O)/C(=C/c3cccnc3)SC2=S)cc1
  18.5, 1.2, 25.0, 0.5, -5.9, 8.7, -0.2, 0.1, 10.3
- COc1ccc(-n2cc(CNCCCn3ccnc3)c(-c3cccc(F)c3)n2)cc1
  -8.6, 0.2, -104.5, -1.9, 7.7, -19.3, -2.2, 32.1, 8.4
- COc1ccc(-c2c(-c3cc(OC)cc(OC)c3)n(C)c3ccc(-c4cc(F)cc(OC)c4)cc23)cc1
  3.6, 1.7, 0.5, -2.9, -2.0, -4.1, -3.1, 8.3, 6.3
- Cc1oc(C(C)(C)C)cc1C(=O)N1CCN(c2ccc(C(F)(F)F)cn2)CC1
  24.1, 1.5, 33.7, -5.7, -8.1, 29.1, 0.3, 3.1, -1.8
- CC(C)[C@H](NC(=O)[C@@H]1Cc2ccccc2CN1)C(=O)NC1CCCCC1
  -0.2, 1.2, -0.5, 3.3, -6.4, 19.3, -2.3, 15.0, 7.0
- O=CN1CCN(S(=O)(=O)c2ccc(Cl)c(C(=O)O)c2)CC1
  4.5, 4.3, -0.9, -0.1, 3.6, 9.2, -0.8, 20.5, 12.1
- CC(/C=C/c1ccccc1)=N\NC(=O)c1ccc2c(c1)OCCO2
  -1.0, 0.0, 13.1, 1.1, -1.3, 11.1, -0.1, -34.8, -7.9

The last 2 compounds of the section above lead into the next:
Order of results: tim10-1 inh, UPR CHOP act, tim23-1 inh, APJ ag, CXCR6 block, TIM10 inh, UPR XBP1 act, Mdm2-MdmX inh, APJ antagonist
- O=CN1CCN(S(=O)(=O)c2ccc(Cl)c(C(=O)O)c2)CC1
  4.5, 4.3, -0.9, -0.1, 3.6, 9.2, -0.8, 20.5, 12.1
- CC(/C=C/c1ccccc1)=N\NC(=O)c1ccc2c(c1)OCCO2
  -1.0, 0.0, 13.1, 1.1, -1.3, 11.1, -0.1, -34.8, -7.9
- CCc1nnc(NC(=O)c2c(-c3ccccc3)noc2C)s1
  22.1, -1.4, 19.9, -3.7, 4.3, -0.5, -2.9, 13.0, -3.7
- CC1(C)CC(=O)N(c2ccccc2)C1(C)O (stereo unspecified)
  3.8, 0.8, 12.7, 0.2, -2.7, -11.1, -0.8, -3.9, 1.6
- CCc1ccc(C2=C/C(=C/c3cccnc3)C(=O)O2)cc1
  22.1, 0.4, 37.8, -0.1, -1.5, 27.9, -2.8, 23.9, 6.0
- CC(=C/c1ccccc1)/C=N/n1cnnc1
  31.9, -2.1, 10.1, -3.3, -11.5, -1.2, -0.5, 11.7, 15.9
- C=C1CSc2nc(=O)c3c4c(sc3n21)CCCC4
  22.3, -2.1, 38.3, -4.7, 8.3, 11.3, -1.9, -3.0, -9.1
- COc1ccc(N2C(=O)C3NN=C(C(=O)OCc4ccccc4)C3C2=O)cc1 (stereo unspecified)
  6.3, 0.3, -2.7, 3.1, -1.6, -5.6, -0.3, -12.6, -11.2
- CCCc1cc(=O)[nH]c(SCC(=O)NC)n1
  8.5, 1.7, -3.4, -0.5, -1.1, 1.3, -0.5, -4.9, 10.5
- Cc1cc(OCC(=O)NCC2CCC(C(=O)O)CC2)c2c(C)cc(=O)oc2c1 (stereo unspecified)
  -8.7, -1.8, -2.3, -2.4, -0.3, -5.0, 0.7, 8.3, 10.8
- CN1CCC(N(C)C(=O)c2ccc(Cl)c(S(=O)(=O)N(C)c3ccc(Cl)cc3)c2)CC1
  3.6, 3.8, 4.7, -2.9, -0.8, -0.8, -2.0, 13.1, 1.3
- O=S(=O)([O-])CCC[N+]1(CC#Cc2ccccc2)CCCCC1
  12.0, -0.5, 7.2, 1.1, -10.6, -5.3, -4.3, 16.4, -26.3
- COC(=O)c1cc(-c2ccc(OC)cc2)nc2nc(SC)[nH]c(=O)c12
  0.2, 2.1, 10.2, -1.3, 0.5, 5.8, 5.0, -14.3, 9.8
- CCCCn1c(SCC(=O)Nc2cc(C(F)(F)F)cc(C(F)(F)F)c2)nnc1C(CC)N(C)C (stereo unspecified)
  38.7, 2.1, 32.2, 1.5, 0.8, 27.9, 2.9, -22.1, -7.9
- COc1ccccc1OCCNC(=O)CCNC(=O)c1ccccc1OC
  -7.6, 0.2, 6.3, -2.9, -3.1, 4.2, -2.8, -8.9, 8.4
- CC(=O)Oc1ccc(-c2csc(Nc3ccc(S(N)(=O)=O)cc3)n2)cc1
  6.4, 2.0, 11.2, 8.1, -15.9, 16.4, 0.2, 28.8, -31.1
- CC(=O)c1cc(-c2ccccc2)n(CC(=O)NC2CCCC2)c1C
  15.7, -1.2, -6.2, -5.8, 2.1, -7.9, -0.3, 11.4, -12.9
- O=C(CSc1cn[nH]n1)Nc1nc2ccccc2s1
  -36.8, 3.0, -2.1, -1.0, 5.2, 6.6, 2.1, 13.0, 11.4
- O=C(CCC(=O)NNC(=O)Nc1ccc(Cl)cc1)NCc1ccccc1
  -2.5, 1.5, 16.4, 3.0, 4.2, -27.7, -0.1, -2.4, -3.5
- CCNc1nc(NC(C)CC)nc(Oc2ccc(OCC)nn2)n1 (stereo unspecified)
  7.1, -1.7, 16.8, -3.9, 1.7, -10.7, 1.6, 54.2*, 6.0
- O=[N+]([O-])c1ccc2nc(SCc3cn4cc(Cl)ccc4n3)[nH]c2c1
  -15.1, 1.4, 8.8, -2.6, 5.7, 21.3, -2.6, -0.9, 4.5
- O=C(NCC1CCCO1)c1cc2c([nH]c3ccccc32)c(-c2cccc(Br)c2)n1 (stereo unspecified)
  33.4, 6.1, 37.9, -0.4, 4.2, 23.1, 3.1, 62.1*, -25.8
- O=C(c1ccc(Br)s1)N1CCN(C/C=C/c2ccccc2)CC1
  30.8, 0.1, 27.8, -0.6, 4.9, 37.7, -2.3, -8.6, -21.8
- Cc1cccn2cc(-c3ccc(S(=O)(=O)N4CCCCC4)cc3)nc12
  62.0*, 3.9, 44.6, 5.6, -8.2, 48.0*, -1.7, 7.6, -28.8
- O=c1oc2ccccc2cc1-c1nnc(-c2cccc(Br)c2)o1
  13.4, 1.1, -26.0, -4.0, 1.1, -5.3, 2.8, -52.7, 7.8
- COc1ccccc1C(=O)NNC(=O)CCN1C(=O)/C(=C\c2ccccc2)SC1=S
  12.1, 0.6, 4.0, 0.2, -5.1, 19.0, -0.7, 4.6, -1.9
- Cc1ccccc1C(=O)N1CCN(C(c2ccccc2)c2ccccc2)CC1
  19.7, -2.3, 34.8, -3.7, 19.7, 17.2, 0.8, 26.2, -1.0
- Cc1ccc(-c2csc(N3CCN(S(=O)(=O)c4ccc5c(c4)NC(=O)CO5)CC3)n2)cc1
  -7.3, 3.4, -13.8, 0.1, 0.8, -27.6, -3.9, 33.4, -17.9
- CN1CCN(C(c2ccccc2)c2nnnn2Cc2ccccc2)CC1 (stereo unspecified)
  3.2, 1.5, 12.1, 0.4, 2.0, -5.8, -2.4, -4.8, 3.1
- C=CCn1c(-c2cc3cccc(OC)c3o2)n[nH]c1=S
  44.3*, -1.0, 41.6, -1.5, 5.8, 15.6, -0.3, 5.0, 5.5
- COc1ccccc1NC(=O)CSc1nnnn1-c1ccc(C(=O)O)cc1
  -0.5, -1.3, 4.6, 0.0, 6.3, -18.2, 1.1, 14.3, -25.5
- Cc1cc2oc(=O)cc(CN(C)Cc3ccccc3Cl)c2cc1C
  -2.0, 3.4, -3.7, -0.4, 11.7, -19.5, 5.9, -12.1, -12.4
- CC(=O)Nc1ccc(NC(=O)C(C)OC(=O)CN2C(=O)C3CCCCC3C2=O)cc1 (stereo unspecified)
  -13.0, -0.3, -9.9, -3.4, -9.7, 4.4, -2.2, 17.8, -41.5
- N/C(=N\OC(=O)CCC1CCCCC1)c1ccc([N+](=O)[O-])cc1
  83.0*, 1.1, 66.8*, 2.3, -6.3, 59.6*, -0.8, -42.7, -1.2
- ClCC1=Nc2ccccc2Cc2ccccc21
  27.3, 0.0, 28.2, -2.4, 6.0, 23.9, -2.9, 8.3, -1.4
- COc1cc(CNc2cccc(C(=O)O)c2)cc(Br)c1OCC(=O)NC(C)(C)C
  4.7, -1.3, 23.1, -4.1, -8.0, 7.0, -1.5, -11.1, -8.4
- CC(C)(C)c1cc(=O)[nH]c(SCc2ccccc2)n1
  40.5*, -1.6, 32.4, -1.0, 4.2, 17.2, 0.4, -3.5, 4.9
- Cc1cccc(C)c1NC(=O)N1C(C(=O)O)CSC1C(=O)O (stereo unspecified)
  -4.5, -0.5, 2.6, -1.0, 1.6, -22.7, 0.1, -0.4, -3.7
- Cc1ccc(SCC(=O)NCCCc2ccccc2)cc1
  6.2, -0.6, 11.1, -4.0, 6.5, 7.6, 1.3, 19.1, 1.9
- ClCc1nc2ccccc2c2ccccc12
  34.1, -0.7, 47.4, 2.1, -9.5, 40.6*, 8.3, 51.7*, 9.6
